S1P3 antag: antagonists of human S1P3 receptor. Q99500. inhibition, % at 4.98 µM. AID 485. CHO S1P3 NFAT-BLA reporter, FRET fluorescence, antagonist mode. 170,000 compounds, 0.27% hits;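 active = inhibition above the plate cutoff, the mean inhibition of test wells on that plate plus 3 SD, cut at about 28% in these data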;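 also: cells challenged with S1P at its EC80 of 0.8 µM; blue over green emission ratio from cleaved BLA substrate after 4 h stimulation; 0% = S1P-stimulated wells and 100% = unstimulated DMSO-only wells; some compounds past the cut are filed as inactive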
Target sequence (Q99500 whole entry, looked up): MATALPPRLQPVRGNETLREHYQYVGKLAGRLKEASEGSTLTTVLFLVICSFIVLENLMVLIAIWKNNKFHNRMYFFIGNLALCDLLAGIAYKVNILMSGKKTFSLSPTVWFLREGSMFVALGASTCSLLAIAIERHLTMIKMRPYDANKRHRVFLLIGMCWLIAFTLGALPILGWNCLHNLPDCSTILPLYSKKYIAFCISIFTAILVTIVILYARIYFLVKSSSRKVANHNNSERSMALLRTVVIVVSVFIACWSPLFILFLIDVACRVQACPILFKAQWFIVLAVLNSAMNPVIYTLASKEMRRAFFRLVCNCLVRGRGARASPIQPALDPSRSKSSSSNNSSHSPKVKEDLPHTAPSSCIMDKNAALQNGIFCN
G6PDH CS: counter-screen for G6PDH assay hits: L. mesenteroides G6PDH inhibition; Purified L. mesenteroides G6PDH, diaphorase/resazurin coupled fluorescence, 45 min; inhibition, % at 5 µM; 200,000 compounds, 0.12% hits; AID 1020; in the data active = inhibition above about 50%
Diaphorase inh: inhibits diaphorase or chemically oxidizes, flagging diaphorase assay artifacts | 190,000 compounds, 0.69% hits | diaphorase resazurin-to-resorufin fluorescence, NADH, 16 min; bacterial (C. kluyveri) enzyme, not human | inhibition, % at 20 µM;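 active = primary screen inhibition at 20 µM above a set limit, cut at about 50% in these data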;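 also: plate controls were DMSO with full reaction for no effect and wells lacking NADH for full effect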
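Assay system – diaphorase enzyme from Clostridium kluyveri · Amount – diaphorase 0.14 U/mL (working solution) · Times – reaction incubation of 16 min at room temperature · Controls – No-NADH positive control and DMSO neutral control · Signal – resorufin fluorescence 544/590 nm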
PPARg SRC2 recr: promotes SRC-2 coactivator recruitment by human PPARgamma | PPARgamma LBD-SRC-2 recruitment, biochemical | activation, % at 8 µM | 200,000 compounds, 0.34% hits | AID 1032; in the data active = activation above about 22%;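 also: 0% = vehicle and 100% = reference agonist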
Target sequence (P37231 whole entry, looked up, the tested form may be a part): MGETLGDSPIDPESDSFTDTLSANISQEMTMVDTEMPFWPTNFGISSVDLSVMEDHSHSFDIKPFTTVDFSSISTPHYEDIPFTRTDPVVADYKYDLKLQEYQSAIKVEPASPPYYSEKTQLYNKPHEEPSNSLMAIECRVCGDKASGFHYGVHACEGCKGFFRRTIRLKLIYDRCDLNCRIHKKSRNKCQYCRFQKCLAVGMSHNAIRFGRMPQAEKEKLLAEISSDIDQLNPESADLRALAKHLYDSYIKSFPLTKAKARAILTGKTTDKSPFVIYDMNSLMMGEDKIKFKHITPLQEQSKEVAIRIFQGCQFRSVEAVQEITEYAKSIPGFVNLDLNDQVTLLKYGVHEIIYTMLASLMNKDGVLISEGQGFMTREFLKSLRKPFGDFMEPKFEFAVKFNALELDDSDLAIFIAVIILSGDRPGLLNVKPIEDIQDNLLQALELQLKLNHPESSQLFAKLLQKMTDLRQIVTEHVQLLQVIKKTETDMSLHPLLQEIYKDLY
PMI act hi M6P: activators of human phosphomannose isomerase at near-saturating mannose 6-phosphate | activation factor at 20 µM | coupled PMI enzyme assay, resazurin fluorescence, 20 min; active compounds read high; 1 = untreated enzyme, 0 = substrate-free blank | 190,000 compounds, 0.34% hits;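 active = activation factor of 2 or more at 20 µM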
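Test system: human phosphomannose isomerase with PGI, G6PDH, diaphorase coupling enzymes / Doses: 20 µM compound, 1% DMSO / Times: enzyme reaction with compound 20 min at room temperature / Measured by: Diaphorase-driven resazurin-to-resorufin fluorescence, excitation 544, emission 590 nm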
PPARg SRC3 recr: promotes SRC-3 coactivator recruitment by human PPARgamma | biochemical PPARgamma/SRC-3 coactivator recruitment assay | 200,000 compounds, 0.26% hits | activation, % at 8 µM; in the data active = activation above about 23%;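 also: 0% = DMSO and 100% = reference agonist; some compounds past the cut are filed as inactive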
ROMK primary: human ROMK K+ channel modulation, primary screen. 130,000 compounds, 2% hits. AID 1918. B-score at 10 µM. Tet-inducible ROMK, thallium flux fluorescence; actives lie on both sides. P48048;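 active = signal ratio slope over the read window, or its plate-corrected B-score, at least 3 SD from the plate mean, either direction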;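 also: B-score of the F/F0 ratio slope over 7 to 12 s after thallium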
PMI act: activators of human phosphomannose isomerase; AID 1214; activation factor at 20 µM; purified human PMI, coupled resazurin fluorescence, 20 min; active compounds read high; 1 = vehicle control, 0 substrate-free wells; 190,000 compounds, 0.005% hits; P34949;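 active = activation factor of 2 or more at 20 µM, relative to plate controls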
PPARg SRC-1 ag: agonists of human PPARgamma SRC-1 coactivator recruitment; P37231; PPARgamma-SRC-1 coactivator recruitment biochemical assay; activation, % at 8 µM; 200,000 compounds, 0.41% hits; in the data active = activation above about 19%;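 also: 0% = DMSO and 100% = reference agonist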
SRC2 TRFRET art: counter-screen for PPARgamma SRC-2 recruitment agonists: TR-FRET artefact; 200,000 compounds, 0.4% hits; TR-FRET ratio at 8 µM; active compounds read high; in the data active = TR-FRET ratio above about 2000; also: inactives centre near 1500
Diaph act CS: counter-screen for diaphorase-based assays: diaphorase activators and chemical reducers; activation factor at 20 µM; Diaphorase/resazurin coupled assay, resorufin fluorescence, 16 min; active compounds read high; 1 = vehicle wells, 0 = NADH-free wells; 190,000 compounds, 0.005% hits; AID 1229;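 active = diaphorase activity raised at least twofold by the compound at 20 µM; inactive = activation factor below 2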
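Assay system: bacterial diaphorase enzyme (C. kluyveri) / Input: enzyme 0.07 U/mL final / Medium: 50 mM HEPES pH 7.4 with 4.542 mM MgCl2, 0.005% Tween 20 / Doses: single compound dose of 20 µM, 1% DMSO final / Incubation: 16 min enzyme reaction, ambient temperature / Signal: fluorescence, excitation 544 nm and emission 590 nm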
Numbers without * were called inactive; / = not tested or not shown.

SMILES	S1P3 antag	G6PDH CS	Diaphorase inh	PPARg SRC2 recr	PMI act hi M6P	PPARg SRC3 recr	ROMK primary	PMI act	PPARg SRC-1 ag	SRC2 TRFRET art	Diaph act CS
C=CCc1ccc(OCC(O)COc2ccc(CC=C)cc2OC)c(OC)c1	/	0	32	1	0.9	2	1.2	0.8	3	1523	0.7
CCc1c(O)nc2ccccn2c1=O	-2	3	5	1	0.9	-2	0.55	0.9	0	1429	0.9
Cc1c(CCOC(=O)c2cccc([N+](=O)[O-])c2)sc[n+]1CC(=O)c1ccccc1	6	19	7	3	1	5	-0.35	1	-7	1411	0.9
O=C(CN1CCCCC1)Nc1cccc(Oc2ccccc2)c1	/	-1	-9	-5	1.1	-13	-2.2	1.1	-1	1416	1.1
COc1cc(/C=C(\NC(C)=O)C(=O)Nc2ccccc2C)ccc1OC(C)=O	-5	-18	5	4	1.1	0	/	1	-2	1574	0.9
COc1cc(/C=C/c2cc(C(F)(F)F)[nH]c(=O)n2)cc(OC)c1OC	10	8	5	7	0.9	6	-2.7	0.9	-1	1528	1
CCCCC(=O)NC(=S)Nc1ccc(Cl)c(C(=O)O)c1	-6	6	16	7	1	5	0.49	1	6	1741	0.8
O=C(NC1=C(Nc2ccc(Cl)cc2)C(=O)c2ccccc2C1=O)c1ccccc1	-13	43	33	3	0.4	-3	-0.038	0.8	4	1489	0.7
CCOC(=O)c1ccc(NC(=O)CSc2ccc(-c3cccnc3)nn2)cc1	-17	2	33	2	0.9	2	/	0.9	6	1673	0.7
Clc1cccc(CSc2nnc(-c3cccnc3)n2Cc2ccco2)c1	21	-4	10	1	1	-10	/	1	-2	1369	0.9
Cc1cccc(CC2S/C(=N/c3ccccn3)NC2=O)c1 (stereo not given)	/	6	10	4	0.9	15	-1.5	0.9	-3	1388	0.9
CCOC(=O)CC(NC(=O)c1ccccc1)c1ccc(OC)cc1 (stereo not given)	11	1	3	7	1.1	2	-0.099	1	-3	1551	1
Cc1ccc(C)c(NNC(N)=S)c1	-13	11	-14	4	1.9	2	-0.14	1.7	12	1551	1.1
CCCC(=O)Nc1cccn(Cc2ccccc2Br)c1=O	-12	8	21	8	0.7	-3	0.81	1	3	1557	0.8
Cc1cc(N2CCN(c3ccc(F)cc3)CC2)nc(-c2ccccc2)n1	/	3	21	10	0.9	11	-1.3	0.9	-2	1581	0.8
Cc1cccc(C)c1OCC(=O)Nc1ncn[nH]1	0	0	12	3	1	14	0.51	0.9	5	1498	0.9
CCC1Oc2ccccc2N(CC(=O)NCCCN2CCOCC2)C1=O (stereo not given)	-24	/	/	2	/	-6	/	/	0	1525	/
CN(CC(=O)NC1CCCC1)S(=O)(=O)c1cnc[nH]1	-25	3	21	1	0.9	0	0.25	1	8	1434	0.8
CNCC(C)COc1ccccc1OCc1ccccc1 (stereo not given)	-8	6	-5	3	1.1	1	-1.5	1.1	-2	1364	1
CCN=C1SC(CC(=O)NCC)C(=O)N1CC (stereo not given)	/	6	0	0	1	2	3*	1	-4	1263	1
O=C(CS(=O)CC(=O)Nc1ccc(Cl)cc1)NCC1OCCc2ccccc21 (stereo not given)	-43	2	8	8	0.9	-9	/	0.9	-1	1447	0.9
CCOC(=O)CC(=O)CSc1nc(C)cc(-c2cccnc2)c1C#N	11	-6	14	11	1	8	/	0.9	2	1614	0.9
Nc1ncnc2c1ncn2CCN1CCCCC1	-17	-2	0	14	1.1	2	0.61	1	6	1687	1
c1ccc(Cc2cc[n+](Cc3ccccc3)cc2)cc1	-27	4	21	-9	1	2	-0.6	1	14	1658	0.8
O=C(O)c1cccc(OCc2ccccc2Cl)c1	-7	8	5	4	0.9	6	0.3	0.9	-1	1357	0.9

The list goes on:
SMILES	S1P3 antag	G6PDH CS	Diaphorase inh	PPARg SRC2 recr	PMI act hi M6P	PPARg SRC3 recr	ROMK primary	PMI act	PPARg SRC-1 ag	SRC2 TRFRET art	Diaph act CS
CCOC(CNC(=O)CCc1c(C)nc2ncnn2c1C)OCC	/	2	0	-4	1.1	3	/	1.1	-5	1336	1
Cc1ccc(N(C(=O)c2csnn2)C(C(=O)NC(C)(C)C)c2cccnc2)cc1C (stereo not given)	-10	12	-20	10	1	-5	-0.22	1	1	1507	1.2
Cc1ccc(CNC(=O)CSc2ccc(-c3cccs3)nn2)cc1	-21	10	11	-1	1	3	-0.28	1	3	1531	0.9
COC(=O)COc1ccc(C)cc1-n1nc2ccccc2n1	-17	14	3	1	1	1	/	1	6	1592	1
O=C(CN1C(=O)NC2NC(=O)NC21)N/N=C/c1ccccc1O (stereo not given)	5	-8	11	1	0.9	2	1.2	1.1	-8	1506	0.9
Cc1ccccc1-n1c(SCC(=O)c2cc(C)n(C)c2C)nnc1-c1ccncc1	16	-1	33	13	0.8	-9	-0.036	0.9	4	1575	0.7
N#Cc1ccc(NC(=O)COC(=O)CSc2nnc(-c3ccc(Cl)cc3)o2)cc1	1	-27	13	-3	1	-1	/	0.9	3	1636	0.9
COc1ccc(-n2cc(-c3ccccc3)c3c(NCCCN4CCOCC4)ncnc32)cc1	6	12	12	5	0.9	5	-1.9	0.8	2	1531	0.9
O=C(Nc1ncc(Cc2ccccc2)s1)C1CCCO1 (stereo not given)	-2	-1	18	4	0.9	3	/	0.9	1	1618	0.8
COc1ccccc1-n1c(SCC(=O)NC2CCS(=O)(=O)C2)nc2cc([N+](=O)[O-])ccc21 (stereo not given)	2	-4	12	6	1	-2	/	0.9	1	1579	0.9
COc1ccc(/C(N)=N/OC(=O)c2ccc(OC)c([N+](=O)[O-])c2)cc1OC	-21	15	4	8	0.9	7	-0.49	0.9	1	1691	1
COc1cccc(=O)c2c(C)n(-c3ccc(C(=O)O)cc3)c(C)c12	-6	22	3	-2	1.2	1	-0.72	1.4	10	1406	1
O=C(COc1cccc2cccnc12)N1CCc2ccccc2C1	6	8	-1	-6	1.1	3	-0.024	0.9	-1	1470	1
Cc1ccc(C(=O)/C=C/Nc2ccccn2)cc1	/	/	/	4	/	1	0.74	/	1	1580	/
c1ccc(COc2ccc(OCCCn3cncn3)cc2)cc1	-6	7	0	10	1	3	-0.24	0.9	4	1699	1
Cc1ccc(-c2csc(NNC(=O)c3ccccc3)n2)cc1	8	2	21	2	1.5	5	-0.034	1.3	6	1601	0.8
CCOC(=O)Cn1c(=O)oc2cc(S(=O)(=O)NCCc3ccc(C)cc3)ccc21	/	-8	22	13	0.8	7	/	0.8	4	1690	0.8
CCc1nnc(NC(=O)c2ccc(S(=O)(=O)N(CC)CC)cc2)s1	5	-3	2	-6	1.3	2	/	1.2	-1	1487	1
CCOc1ccccc1NC(=O)C(OC(=O)c1ccccc1)c1ccccc1 (stereo not given)	8	-2	11	6	0.9	6	/	0.9	5	1711	0.9
CN1C(=O)/C(=C\c2cc(N=Nc3ccccc3)ccc2O)SC1=S	/	-3	10	-5	0.9	-3	0.12	1	8	1537	0.9
COc1ccc(/C=N/NC(=O)CN(C)S(=O)(=O)c2ccc(NC(C)=O)cc2)cc1	-2	13	8	0	1	1	0.11	1	11	1620	0.9
CN1C(=O)C(c2nnc(Nc3cccc4ccccc34)s2)C2CC1(C)Oc1ccccc12 (stereo not given)	-7	-7	14	2	1	2	7.4e-05	1	1	1625	0.9
Cc1ccc(/C=N/NC(=O)c2cc(C)oc2C)o1	/	-25	12	4	1	6	/	0.9	10	1480	0.9
O=C(NCCc1ccccc1)C1CCC(Cn2c(=O)c3ccccc3n(Cc3cccnc3)c2=O)CC1 (stereo not given)	-8	-5	4	3	1.1	2	/	1.1	11	1589	1
Cc1noc(NS(=O)(=O)c2ccc(NC(=O)CSc3nc4ccccc4s3)cc2)c1C	-29	-14	1	9	1.2	8	/	1	2	1569	1

(list continues)
SMILES	S1P3 antag	G6PDH CS	Diaphorase inh	PPARg SRC2 recr	PMI act hi M6P	PPARg SRC3 recr	ROMK primary	PMI act	PPARg SRC-1 ag	SRC2 TRFRET art	Diaph act CS
O=c1[nH]c2c(s1)C=Nc1ccccc1N2	1	4	17	0	1	0	/	1.2	0	1555	0.8
CCC(C)(C)n1nnnc1C(c1cc2ccc(C)cc2[nH]c1=O)N(Cc1cccnc1)Cc1ccco1 (stereo not given)	21	-18	31	7	0.9	1	/	0.8	-8	1577	0.7
CCCC1NC(=O)NC(C)=C1C(=O)OCC (stereo not given)	/	0	6	-3	1.1	-2	/	1.1	0	1431	0.9
Cc1ccccc1OCc1nc2c3c(ncn2n1)-c1ccccc1CC31CCCC1	-8	4	8	12	1	3	/	0.9	12	1613	0.9
O=C(NCCOc1cccc(Oc2ccccc2)c1)c1cc(-n2cnnc2)ccc1Cl	/	-14	20	-7	0.9	0	/	0.9	2	1403	0.8
COc1ccccc1CN1C[C@@H]2C[C@@H](c3cccc(C)n3)N3CCC[C@@]23C1=O	1	9	5	11	1	8	-0.16	0.9	2	1697	1
COc1ccc(/C=C(/CC(=O)NCc2ccc(Cl)cc2)c2nc3ccccc3s2)cc1	-1	-1	14	7	1	10	0.58	0.9	4	1658	0.9
COc1cccc(CNC(=O)c2ccc(NC(=O)C3CCCO3)cc2)c1 (stereo not given)	/	-5	2	-4	1	0	/	1	-1	1392	1
CCOC(=O)CCn1cc(F)c(=O)[nH]c1=O	-8	9	25	8	0.9	2	/	1	0	1688	0.8
N#Cc1c(C#N)c(-c2ccccc2)n(-c2ccccc2)c1N	/	2	18	1	0.9	-1	/	0.9	10	1595	0.8
N#Cc1ccc(CO/N=C/c2ccccc2)cc1	-2	10	8	13	1	5	-0.11	1.1	-10	1387	0.9
O=[N+]([O-])c1cccc2c(N3CCCC3)ccnc12	-25	0	-2	-3	0.9	1	0.065	1	8	1562	1

Record cards (already shown).
Shown for Cc1ccc(-c2csc(NNC(=O)c3ccccc3)n2)cc1 → S1P3 antag: 8; G6PDH CS: 2; Diaphorase inh: 21; PPARg SRC2 recr: 2; PMI act hi M6P: 1.5; PPARg SRC3 recr: 5; ROMK primary: -0.034; PMI act: 1.3; PPARg SRC-1 ag: 6; SRC2 TRFRET art: 1601; Diaph act CS: 0.8
Shown for c1ccc(COc2ccc(OCCCn3cncn3)cc2)cc1 → S1P3 antag: -6; G6PDH CS: 7; Diaphorase inh: 0; PPARg SRC2 recr: 10; PMI act hi M6P: 1; PPARg SRC3 recr: 3; ROMK primary: -0.24; PMI act: 0.9; PPARg SRC-1 ag: 4; SRC2 TRFRET art: 1699; Diaph act CS: 1
Shown for COc1ccc(/C=C(/CC(=O)NCc2ccc(Cl)cc2)c2nc3ccccc3s2)cc1 → S1P3 antag: -1; G6PDH CS: -1; Diaphorase inh: 14; PPARg SRC2 recr: 7; PMI act hi M6P: 1; PPARg SRC3 recr: 10; ROMK primary: 0.58; PMI act: 0.9; PPARg SRC-1 ag: 4; SRC2 TRFRET art: 1658; Diaph act CS: 0.9

Source: PubChem BioAssay
